mIAP activ = mouse IAP activation. muIAP, CDP-Star luminescence, 30 min; stronger effect = higher value; 1 = vehicle-only enzyme signal, 0 = enzyme-free wells. activation factor at 10 µM. hit rate 0.24% among 330,000;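 active = activation factor of at least 2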; note: the source names both 10 and 20 µM as test concentration; values of inactives mirror those of a sister screen read the other way
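also added = chemiluminescent substrate CDP-Star | test system = mouse IAP enzyme | signal = chemiluminescence readout | compound = DMSO-dissolved test compounds | incubation = 30 min at room temperature | benchmarks = DMSO wells, no-enzyme wells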
hIAP activ = increases human intestinal alkaline phosphatase activity | P09923 | purified human IAP, CDP-Star luminescence, 30 min; stronger effect = higher value; 1 = vehicle-only enzyme, 0 = enzyme-free background | activation factor at 10 µM | hit rate 0.16% among 330,000;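 active = activation factor of the enzyme at least 2-fold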; note: the source names both 10 and 20 µM as test concentration; values of inactives mirror those of a sister screen read the other way
Target sequence (P09923 whole entry, looked up): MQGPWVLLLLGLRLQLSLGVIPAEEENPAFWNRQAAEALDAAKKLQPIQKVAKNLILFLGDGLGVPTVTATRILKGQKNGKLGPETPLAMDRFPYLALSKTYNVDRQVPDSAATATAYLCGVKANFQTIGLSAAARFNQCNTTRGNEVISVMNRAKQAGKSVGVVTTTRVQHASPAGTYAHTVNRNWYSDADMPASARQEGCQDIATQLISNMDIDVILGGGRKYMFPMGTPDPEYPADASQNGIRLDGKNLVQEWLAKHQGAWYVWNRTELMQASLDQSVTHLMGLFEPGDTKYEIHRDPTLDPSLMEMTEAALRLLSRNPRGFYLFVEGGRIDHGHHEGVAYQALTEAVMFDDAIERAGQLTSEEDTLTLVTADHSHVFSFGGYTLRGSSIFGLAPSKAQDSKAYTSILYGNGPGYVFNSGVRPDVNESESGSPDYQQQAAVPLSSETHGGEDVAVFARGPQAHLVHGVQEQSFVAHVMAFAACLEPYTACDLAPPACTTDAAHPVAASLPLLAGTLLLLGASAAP
MIN6 prolif = inducers of beta-cell replication in MIN6 cells; MIN6 cells proliferation, ATPlite luminescence, 48 h; cells starved in 0.2% serum; 100% = growth in 10% serum; proliferation, % at 10 µM; hit rate 0.29% among 330,000; AID 2380;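 active = compounds whose signal lies at least 3.5 SD above the mean of all wells on their plate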;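 note: 0% = DMSO-treated cells in low-serum medium and 100% = 10% serum control; some compounds called inactive have numbers as strong as hits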
mIAP inh = blocks mouse intestinal alkaline phosphatase; inhibition, % at 10 µM; AID 2806; purified mouse IAP, CDP-Star luminescence, 30 min; hit rate 0.2% among 330,000;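 active = inhibition of at least 40% at 10 µM in the primary screen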;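 note: plate controls were DMSO with enzyme for no effect and no enzyme wells for full effect; values of inactives mirror those of a sister screen read the other way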
GRIN3A LBD mod = modulates the human NR3A ligand-binding domain. NR3A LBD differential scanning fluorimetry, Tm shift; 0% = protein alone, 100% = glycine-bound protein. Tm shift relative to glycine control, % at 25 µM. hit rate 2.5% among 340,000;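 active = melting temperature shift of at least 10% of the positive control shift, at one fixed dose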
MPTP block = inhibitors of mitochondrial permeability transition pore. hit rate 1.4% among 360,000. AID 602449. isolated mouse mitochondria, Ca2+ swelling absorbance, 30 min. inhibition, % at 10 µM;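 active = inhibition of 50% or more, scaled per plate between neutral and stimulator controls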;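 note: 0% = DMSO wells given calcium and 100% = 1 mM EGTA wells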
hIAP block = blocks human intestinal alkaline phosphatase; P09923; purified IAP, CDP-Star luminescence, 30 min; inhibition, % at 10 µM; hit rate 0.12% among 330,000;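 active = inhibition reaching a set limit with compound at 10 µM in the primary screen, cut at about 35% in these data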;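 note: plate controls were DMSO wells with enzyme for no effect and no-enzyme buffer wells for full effect; values of inactives mirror those of a sister screen read the other way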
A3G deaminase = blocks human APOBEC3G single-stranded DNA deamination | inhibition, % at 20 µM | Q9HC16 | AID 493012 | recombinant A3G, ssDNA deamination FAM/TAMRA fluorescence | hit rate 0.28% among 330,000;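 active = inhibition of at least 40% at 20 µM, with no more than 30% in the related APOBEC3A deaminase screen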;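 note: plate controls were DMSO wells with A3G for no effect and wells lacking A3G enzyme for full effect; some compounds called inactive have numbers as strong as hits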
Target sequence (Q9HC16 whole entry, looked up): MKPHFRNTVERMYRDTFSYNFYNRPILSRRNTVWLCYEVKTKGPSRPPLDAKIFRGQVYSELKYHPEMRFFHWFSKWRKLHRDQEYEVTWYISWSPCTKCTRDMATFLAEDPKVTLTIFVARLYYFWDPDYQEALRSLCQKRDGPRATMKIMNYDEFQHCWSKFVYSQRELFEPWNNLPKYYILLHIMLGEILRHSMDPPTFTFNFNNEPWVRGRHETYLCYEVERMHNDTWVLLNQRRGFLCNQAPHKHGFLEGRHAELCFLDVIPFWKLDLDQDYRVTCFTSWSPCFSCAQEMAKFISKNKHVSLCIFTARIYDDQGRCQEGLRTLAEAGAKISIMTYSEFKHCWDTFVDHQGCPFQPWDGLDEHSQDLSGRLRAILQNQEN
A3A deaminase = inhibitors of human APOBEC3A DNA deaminase. recombinant A3A, FAM/TAMRA ssDNA deamination fluorescence. inhibition, % at 20 µM. hit rate 0.41% among 330,000;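 active = at least 40% inhibition at 20 µM here, with at most 30% in a related deaminase screen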;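 note: plate controls were A3A with DMSO for no effect and wells lacking A3A enzyme for full effect; some results filed as inactive read as strong as hits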
Active calls of the source: *; · = not tested or not shown.

Short forms: A = mIAP activ; B = hIAP activ; C = MIN6 prolif; D = mIAP inh; E = GRIN3A LBD mod; F = MPTP block; G = hIAP block; H = A3G deaminase; I = A3A deaminase
Cc1nn(-c2ccccc2)c(C)c1C(=O)NCc1cccs1
  A: 1	B: 0.87	C: -2	D: 0	E: 1	F: 4.9	G: 13	H: 0	I: -1

CCOC(=O)CCC(NC(=O)c1ccccc1C(=O)NC(CCC(=O)OCC)C(=O)OCC)C(=O)OCC (centres undefined)
  A: 1	B: 0.96	C: 2	D: -4	E: 1	F: -2.7	G: 4	H: -5	I: 18

CC1(C)C2CCC(C2)C1(C)NC(=O)CNC1CCCCC1 (centres undefined)
  A: 1	B: 1.1	C: -4	D: -2	E: 0	F: 1.9	G: -7	H: 2	I: 0

O=C(NCCCSc1ccccc1)c1ccc(=O)[nH]c1
  A: 0.99	B: 1.3	C: 2	D: 1	E: -2	F: -0.8	G: -28	H: -1	I: 3

Cc1ccc(-c2cc(C(F)(F)F)c(C#N)c(SCC(=O)O)n2)cc1
  A: 0.83	B: 0.77	C: -4	D: 17	E: 1	F: 1.4	G: 23	H: -5	I: 2

O=C(Nc1nc2c(ccc3ccccc32)s1)c1ccco1
  A: 1.1	B: 0.98	C: -3	D: -8	E: 16*	F: 1.6	G: 2	H: -3	I: -4

O=C(Nc1ccn(Cc2ccccc2F)n1)c1ccc(COc2cc(Cl)ccc2Cl)o1
  A: 0.93	B: 0.9	C: -5	D: 7	E: -7	F: -3.7	G: 10	H: -7	I: -3

Cc1ccc([N+](=O)[O-])cc1NC(=O)CSc1nncn1-c1ccccn1
  A: 0.96	B: 0.94	C: -1	D: 4	E: -1	F: -2.2	G: 6	H: -6	I: -2

COC(=O)C1C(=O)C=C(Nc2ccc(F)cc2F)CC1c1ccccc1 (centres undefined)
  A: 1	B: 1.2	C: 0	D: -3	E: 2	F: -0.4	G: -23	H: -2	I: 1

COc1ccccc1N1CCN(/N=C(\C)c2ccc(O)cc2)CC1
  A: 1	B: 1	C: 1	D: -2	E: 0	F: 0.8	G: -4	H: -5	I: -5

COc1ccc(-c2nnc3ccc(SCC(=O)NCC4CCCO4)nn23)cc1 (centres undefined)
  A: 1	B: 0.97	C: 2	D: -4	E: -17	F: -0.4	G: 3	H: -5	I: 3

Cc1ccc(N(Cc2ccccc2)C(=O)Cc2ccc(S(=O)(=O)N3CCOCC3)s2)cc1
  A: 1	B: 0.94	C: -2	D: -3	E: 0	F: 0.2	G: 6	H: -11	I: -1

Cc1ccc(OCCOCCOc2cccc3cccnc23)c(Br)c1
  A: 0.96	B: 1	C: -3	D: 4	E: 2	F: -1.6	G: -1	H: -7	I: -5

CC1(OC(=O)C2CCCC2)C(=O)C=C2C=C(c3ccsc3)N(CCCCO)C=C2C1=O (centres undefined)
  A: 0.97	B: 0.98	C: 2	D: 3	E: -3	F: -0.5	G: 2	H: -5	I: -3

COc1cc(C2C(C(=O)Nc3ccc(F)cc3)=C(C)Nc3nc(CCCO)nn32)cc(OC)c1OC (centres undefined)
  A: 0.88	B: 1.1	C: -1	D: 12	E: -1	F: -1.0	G: -7	H: -8	I: -1

COc1ccc2ncc(S(=O)(=O)c3ccccc3)c(N3CCN(c4ccccc4)CC3)c2c1
  A: 0.92	B: 1.1	C: 0	D: 8	E: -3	F: 1.0	G: -12	H: -4	I: 0

O=C(NCCOc1ccccc1)C1Nc2ccc(C(F)(F)F)cc2C2c3ccccc3CC12 (centres undefined)
  A: 1.1	B: 1	C: -8	D: -10	E: 4	F: 0.8	G: -2	H: -9	I: -3

O=C(CSc1ccc2nnc(CCNC(=O)c3ccccc3)n2n1)Nc1ccccc1F
  A: 1.1	B: 1.1	C: 3	D: -6	E: 1	F: 1.0	G: -10	H: -4	I: 1

CCOC(=O)N1CCN(CC(=O)c2ccc3c(c2)CCN3)CC1
  A: 0.94	B: 0.92	C: -2	D: 6	E: -2	F: -1.3	G: 8	H: -8	I: -10

Brc1cccc(OCCN2CCc3ccccc3C2)c1
  A: 0.95	B: 0.98	C: -2	D: 5	E: -1	F: 0.5	G: 2	H: 2	I: -7

CCOc1ccc(OCc2ccc(C(=O)NC(C)C)o2)cc1
  A: 0.93	B: 1.1	C: 0	D: 7	E: -2	F: 4.1	G: -6	H: -7	I: -4

Cc1ccc(-n2c(C)nnc2SCC(=O)N(C)C2CCS(=O)(=O)C2)cc1 (centres undefined)
  A: 1	B: 1.2	C: -3	D: 0	E: 0	F: -0.2	G: -18	H: -8	I: -3

Cc1cc(Cl)c(OCCOCCN2CCNCC2)c(Cl)c1
  A: 1.1	B: 0.94	C: -1	D: -9	E: 2	F: 10	G: 6	H: -3	I: 1

CSc1nc2nc3c(cc2c(=O)[nH]1)C(O)Oc1ccc(C)cc1-3 (centres undefined)
  A: 0.92	B: 0.79	C: -1	D: 8	E: -2	F: 0.0	G: 21	H: 2	I: 0

CCOc1ccc(CCNC(=O)COC(=O)CCS(=O)(=O)c2ccc(C)cc2)cc1OCC
  A: 1.1	B: 0.97	C: 1	D: -12	E: -1	F: -0.9	G: 3	H: 5	I: 3

Nc1ccc(C(=O)N2CCN(S(=O)(=O)c3ccc(Cl)s3)CC2)cc1[N+](=O)[O-]
  A: 0.98	B: 1.1	C: -4	D: 2	E: 0	F: -1.3	G: -10	H: 2	I: 3

O=C(COC(=O)c1ccc(Cl)nc1)NCc1ccc(F)cc1
  A: 1.1	B: 1.1	C: -3	D: -9	E: 0	F: -0.6	G: -10	H: -8	I: -4

COc1cc(C(=S)N2CCOCC2)ccc1OC(=O)c1ccccc1C
  A: 1	B: 1.2	C: -1	D: -2	E: 1	F: -0.6	G: -21	H: -8	I: -6

CCn1c(SCC(=O)N2CCCC2)nc2c(c1=O)SC(C)C2 (centres undefined)
  A: 0.98	B: 0.97	C: -2	D: 2	E: 0	F: -0.1	G: 3	H: 4	I: -1

COC(=O)c1noc(C)c1-c1ccnn1C(=O)c1ccc(C)cc1
  A: 1.1	B: 1.1	C: -1	D: -11	E: -1	F: 3.9	G: -13	H: -4	I: -2

Additional records follow:
canonical_smiles	mIAP activ	hIAP activ	MIN6 prolif	mIAP inh	GRIN3A LBD mod	MPTP block	hIAP block	A3G deaminase	A3A deaminase
C#CC1(NC(=O)NCCCC)CCCCC1	0.93	0.96	2	7	-1	0.6	4	-9	-2
Cc1occc1C(=O)NNC(=O)CN1C(=O)NC(C)(c2ccccc2)C1=O (centres undefined)	1	1.1	0	0	0	-0.4	-6	-8	0
NC(=NC(=O)c1ccc(OCC(F)(F)F)nc1)c1ccc(Cl)cc1	0.98	1.1	0	2	1	12	-8	-5	3
COc1cccc(/C=C/C(=O)NCCc2ccc(OC)c(OC)c2)c1	0.96	1.1	0	4	2	0.1	-12	8	2
O=C(N/N=C/c1cccc(Cl)c1)C1CCCC1	0.97	1.2	-3	2	-1	0.8	-16	-3	9
COc1ccc(-c2nn(-c3ccccc3)cc2C(=O)Nc2nccs2)cc1OC	1	1	-4	0	-2	1.0	0	0	4
CC(OC(=O)c1ccc(S(=O)(=O)N2CCCCC2)cc1)C(=O)Nc1ccc(C(N)=O)cc1 (centres undefined)	1	1.3	0	-3	0	-2.8	-28	-1	2
CS(=O)(=O)N(CC(=O)NCc1ccco1)c1ccc(Cl)c(C(F)(F)F)c1	0.96	1.1	1	4	1	3.2	-7	-6	-3
CCCCOn1c(C)c(C(=O)OCC)c2c3no[n+]([O-])c3ccc21	1	0.93	-3	-1	1	2.4	7	-5	-5
COC(=O)c1ccc(C(=O)NC(=S)Nc2nc3c(s2)CC(C)CC3)cc1 (centres undefined)	0.93	0.95	0	7	-1	3.1	4	-4	0
O=C(NC(=S)Nc1ccc(S(=O)(=O)N2CCOCC2)cc1)c1ccccc1[N+](=O)[O-]	1.1	1.1	-3	-10	1	1.1	-12	4	-1
COc1ccc(OCCCC(=O)NCc2ccco2)cc1	1.1	1.1	0	-11	1	-1.7	-9	-6	-2
CC1=NN(c2ccccc2)C(=O)C1N=Nc1ccc(C)cc1 (centres undefined)	0.85	1.1	-1	14	·	·	-10	-3	0
O=C(/C=C/c1ccc(Cl)c([N+](=O)[O-])c1)Nc1ccc(N2CCCC2)c(Cl)c1	0.93	0.81	-1	7	17*	76*	19	-1	-2
CCOC(=O)CC(NC(=O)c1ccco1)c1ccc(C)cc1 (centres undefined)	0.95	0.86	-2	4	-1	0.4	14	-2	1
COc1ccc(NC(=S)N2CCc3ccccc3C2)cc1OC	1.1	1.2	-1	-7	1	-1.6	-22	-2	-1
Clc1ccc(-c2ncc3ccccn23)c(Cl)c1	0.97	0.95	0	3	-2	0.0	5	-11	-2
Cc1ccc(C(=O)NCC(=O)Nc2ncccc2C)s1	0.99	1.1	0	0	-1	-0.6	-14	1	1
CC(C)C(c1nnnn1Cc1ccccc1)N(Cc1ccco1)Cc1cccs1 (centres undefined)	0.93	1	-7	7	1	13	-4	-6	-3
Cc1nc2c(sc3nc(N4CCOCC4)c4c(c32)CC(C)(C)OC4)c(-c2ccc(Cl)cc2)c1C(=O)O	0.95	0.82	-7	5	1	4.6	18	-1	4
CN(C)c1nc(-c2ccc([N+](=O)[O-])cc2)cs1	0.87	0.99	-1	13	4	3.5	1	-4	-1
CC(C)(C)NC(=O)COC(=O)c1cc(Cl)ccc1[N+](=O)[O-]	1	1	0	0	3	-3.2	-4	-4	0
Cc1ccc(NC(=O)c2c([N+](=O)[O-])c(C(C)(C)C)nn2C)cc1	0.94	0.86	0	6	0	2.9	14	-3	1
CCCCNC(=O)CCCCC(=O)N/N=C/c1cccc(Cl)c1	0.98	1	0	2	-2	0.0	-3	-6	-1
CC(=O)CC(=O)Nc1ccc2ccccc2c1	1.1	1.1	-7	-13	3	0.5	-5	-2	-1
Nc1c(C(=O)NCCN2CCOCC2)c2nc3ccccc3nc2n1-c1ccc2c(c1)OCO2	0.94	1.2	-4	6	1	0.2	-16	3	4
CC(=O)Nc1ccc(NC(=O)Nc2cccc(Cl)c2)cc1	1.7	1.2	0	-73	34*	0.5	-22	-11	-3

An excerpt of these results, with two lines to a compound.
The line under a structure holds: mIAP activ	hIAP activ	MIN6 prolif	mIAP inh	GRIN3A LBD mod	MPTP block	hIAP block	A3G deaminase	A3A deaminase
Cc1ccc(C(=O)NCC(=O)Nc2ncccc2C)s1
  0.99	1.1	0	0	-1	-0.6	-14	1	1
CC(C)C(c1nnnn1Cc1ccccc1)N(Cc1ccco1)Cc1cccs1 (centres undefined)
  0.93	1	-7	7	1	13	-4	-6	-3
Cc1nc2c(sc3nc(N4CCOCC4)c4c(c32)CC(C)(C)OC4)c(-c2ccc(Cl)cc2)c1C(=O)O
  0.95	0.82	-7	5	1	4.6	18	-1	4
CN(C)c1nc(-c2ccc([N+](=O)[O-])cc2)cs1
  0.87	0.99	-1	13	4	3.5	1	-4	-1
CC(C)(C)NC(=O)COC(=O)c1cc(Cl)ccc1[N+](=O)[O-]
  1	1	0	0	3	-3.2	-4	-4	0
Cc1ccc(NC(=O)c2c([N+](=O)[O-])c(C(C)(C)C)nn2C)cc1
  0.94	0.86	0	6	0	2.9	14	-3	1
CCCCNC(=O)CCCCC(=O)N/N=C/c1cccc(Cl)c1
  0.98	1	0	2	-2	0.0	-3	-6	-1
CC(=O)CC(=O)Nc1ccc2ccccc2c1
  1.1	1.1	-7	-13	3	0.5	-5	-2	-1
Nc1c(C(=O)NCCN2CCOCC2)c2nc3ccccc3nc2n1-c1ccc2c(c1)OCO2
  0.94	1.2	-4	6	1	0.2	-16	3	4
CC(=O)Nc1ccc(NC(=O)Nc2cccc(Cl)c2)cc1
  1.7	1.2	0	-73	34*	0.5	-22	-11	-3
